HTR2A ag – mouse Htr2a agonists via beta-arrestin recruitment, primary screen, cell-based, luminescence; activation, % at 7.6 µM; 360,000 tested, 0.66% active; CHO-K1 mHTR2A beta-arrestin complementation; percent of 30 µM serotonin response; AID 624169, 2012;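 active = activation above a run cutoff, the mean activation of all tested compounds plus 3 SD, cut at about 14% in these data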;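 note: 0% = plate median of compound wells and 100% = 30 µM serotonin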
HIF-2a block – HIF-2a reporter inhibitors, primary screen, luminescence, 786-0 RCC cells. 786-0 RCC cells HIF-2a reporter, luciferase luminescence, overnight. inhibition, % at 18.8 µM. 360,000 tested, 0.72% active. AID 624352, 2012;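 active = inhibition of the luminescence signal of 40% or more relative to plate controls, in a single-dose primary screen at 18.75 µM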
CaV13 ICDI inh – Primary screen for inhibitors of IQ motif and Ca2+-dependent inactivation inhibitor domain binding in CACNA1D, Förster resonance energy transfer in living cells, …; inhibition, % at 12.3 µM; AID 743397; 340,000 tested, 0.098% active; HEK cells, CFP/YFP FRET ICDI-IQ, plate reader, 10 min; percent FRET-ratio fall versus neutral wells;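 active = mean replicate inhibition of at least 30% and at least 1% of replicates passing that level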;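 note: 0% = median of the neutral control wells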
Cardio protect – cardioprotection against H2O2-induced cell death, primary screen, uHTS, H9c2 cells, ATPLite luminescence. H9c2 cardiomyocytes, H2O2 injury protection, 2 h. protection from H2O2 cell death, % at 20 µM. 360,000 tested, 0.63% active;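 active = compounds giving at least 50% protection of heart cells from peroxide-induced death in the single-dose screen, raw or plate-pattern-corrected value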;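 note: 0% = DMSO wells with peroxide and 100% = DMSO wells without peroxide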
Peg3 promoter – Peg3 promoter-driven luciferase inhibitors, primary screen, cell-based, HeLa, luciferase luminescence. HeLa PEG-Prom luciferase reporter, overnight. AID 588405, 2011. inhibition, % at 20 µM. 360,000 tested, 1.7% active;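 active = inhibition of at least 50% at 20 µM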
PDI inh – inhibitors of human PDI, primary screen, biochemical, turbidity, single point, plate reader; 350,000 tested, 0.052% active; Protein disulfide-isomerase (Homo sapiens), P07237; PDI insulin aggregation turbidity, A650, 90 min; inhibition, % at 10 µM;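 active = mean inhibition across replicates of 30% or more, whatever share of single replicates reach that level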;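 note: absorbance from insulin aggregation driven by PDI reduction with DTT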
Target sequence (P07237 whole entry, looked up): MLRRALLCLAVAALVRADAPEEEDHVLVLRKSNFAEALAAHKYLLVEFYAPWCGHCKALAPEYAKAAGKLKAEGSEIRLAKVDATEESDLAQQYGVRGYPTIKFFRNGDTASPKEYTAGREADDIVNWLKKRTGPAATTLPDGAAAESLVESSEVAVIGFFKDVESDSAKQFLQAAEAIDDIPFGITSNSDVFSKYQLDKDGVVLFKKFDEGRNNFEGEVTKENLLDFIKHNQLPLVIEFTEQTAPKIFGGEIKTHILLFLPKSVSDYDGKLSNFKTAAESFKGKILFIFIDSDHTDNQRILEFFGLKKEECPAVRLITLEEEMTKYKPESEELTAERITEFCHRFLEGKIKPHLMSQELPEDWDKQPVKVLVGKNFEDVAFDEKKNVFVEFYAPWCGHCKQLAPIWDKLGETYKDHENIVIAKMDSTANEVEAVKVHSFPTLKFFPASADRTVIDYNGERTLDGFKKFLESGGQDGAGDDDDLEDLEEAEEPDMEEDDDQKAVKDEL
Shn3 inh set2 – reduction of Shn3 3'UTR firefly luciferase signal, primary screen, Schnurri-3 inhibitor project, cell-based, Clone20 osteoblasts, set 2; 360,000 tested, 0.52% active; Clone20 osteoblast Shn3 3'UTR firefly luciferase, 24 h; AID 588674, 2011; inhibition, % at 12.5 µM;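 active = mean inhibition of at least 75% with every replicate also reaching 75%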;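 note: 0% = median of neutral control wells and 100% = pilot-screen positive control compound; some compounds past the cut are filed as inactive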
hiPSC survival – enhancers of single-cell hiPSC survival, primary screen, ATPlite luminescence | 100% = ROCK inhibitor wells, 0% = DMSO | survival enhancement, % at 20 µM | 360,000 tested, 0.044% active; in the data active = survival enhancement above about 18%;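 note: cells exposed to compounds for 16 hours before the ATP read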
MITF TRPM1 inh – inhibitors of MITF-dependent TRPM1 promoter reporter, primary screen, cell-based, SK-MEL-5, single point, luciferase | AID 488899, 2010 | inhibition, % at 12.5 µM | SK-MEL-5 TRPM1 promoter luciferase, 24 h | 330,000 tested, 0.83% active;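 active = mean inhibition across replicates of 60% or more, whatever share of single replicates reaches that level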; note: values of inactives mirror those of a sister screen read the other way
NR2E3 ag-1 – inhibitors of NR2E3-RetCOR corepressor binding, primary screen, NR2E3 agonist project, biochemical, TR-FRET, GST-NR2E3, biotin-RetCOR. Photoreceptor-specific nuclear receptor (Homo sapiens), Q9Y5X4. 1536-well. inhibition of corepressor binding, % at 4.78 µM. 320,000 tested, 0.12% active. AID 2300, 2010;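 active = percent inhibition above the cutoff of mean plus 3 SD of all tested compounds, set per screening campaign, cut at about 20% in these data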;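 note: 0% = DMSO wells and 100% = biotin wells as full block of FRET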
Target sequence (Q9Y5X4 whole entry, looked up): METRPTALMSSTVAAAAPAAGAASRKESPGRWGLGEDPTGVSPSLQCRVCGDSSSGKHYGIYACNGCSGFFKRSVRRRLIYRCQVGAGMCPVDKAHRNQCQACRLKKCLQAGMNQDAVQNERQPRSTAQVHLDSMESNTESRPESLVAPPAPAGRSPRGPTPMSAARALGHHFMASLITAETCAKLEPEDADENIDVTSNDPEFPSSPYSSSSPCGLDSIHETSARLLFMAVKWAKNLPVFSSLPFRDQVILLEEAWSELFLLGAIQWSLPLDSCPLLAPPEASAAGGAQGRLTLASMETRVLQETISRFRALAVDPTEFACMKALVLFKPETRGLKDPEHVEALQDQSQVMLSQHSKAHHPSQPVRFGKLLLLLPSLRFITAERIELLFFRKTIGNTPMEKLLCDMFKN
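Material: NR2E3–RetCOR corepressor complex / Incubation: Compound–protein incubation for 5 h at 4 °C / Dosing: compound at 4.8 µM, single dose / Detection: time-resolved FRET / Benchmarks: high control biotin, low control 0.6% DMSO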
NR2E3 ag-2 – NR2E3 agonists in two-hybrid cells, primary screen, cell-based, luminescence, CHO-S, Gal4-NCOR/VP16-NR2E3 | Photoreceptor-specific nuclear receptor (Homo sapiens), Q9Y5X4 | luciferase | inhibition of corepressor binding, % at 3.98 µM | 360,000 tested, 0.35% active | AID 602229, 2012;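 active = inhibition above the mean of all tested compounds plus 3 SD, cut at about 70% in these data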;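 note: 0% = DMSO with NR2E3 transfected cells and 100% = cells lacking NR2E3 construct; higher means lower luciferase signal from less NR2E3 corepressor binding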
* = called active by the depositor; / = no result given.

SMILES	HTR2A ag	HIF-2a block	CaV13 ICDI inh	Cardio protect	Peg3 promoter	PDI inh	Shn3 inh set2	hiPSC survival	MITF TRPM1 inh	NR2E3 ag-1	NR2E3 ag-2
CN(Cc1ccc(F)cc1)C(=O)c1cccc(S(=O)(=O)NCc2ccccc2)c1	-3	3	-5	0	14	13	3	0.4	3	-1	11
O=c1oc(-c2ccccc2)cc(Cl)c1Cl	6	42*	-17	-21	109*	5	72	-0.5	46	-3	-5
Cc1cc(N(C)NC(=S)Nc2ccccc2)nc(C)n1	-2	5	-5	5	-5	-5	12	-1.5	2	-2	-3
CN(Cc1cccc(F)c1)C(=O)CN1C(=O)NC2(CCc3ccccc32)C1=O (stereo unspecified)	-3	11	-3	-1	4	3	8	1.4	7	1	3
COc1cc(/C=N\NC(=O)C2C(=O)NCC2c2ccccc2)cc(OC)c1O (stereo unspecified)	-5	22	-6	-5	-5	0	-12	0.8	14	-3	-5
CCC(=O)Nc1nc2ccccc2n1CCN(C)C	2	6	-2	2	6	1	7	-0.9	18	2	-19
Nc1ccc2nc(-c3ccccc3)c(-c3ccccc3)nc2c1	-2	14	-13	-2	8	-6	-7	-0.7	12	4	-17
CC(C)CN(C(=O)CSc1nn(-c2ccc(Cl)cc2)c(=S)s1)C1CCS(=O)(=O)C1 (stereo unspecified)	-1	18	-5	-6	-199	4	5	-0.4	7	-2	-22
O=C(CNS(=O)(=O)c1ccc(Br)s1)NCC1COc2ccccc2O1 (stereo unspecified)	1	32	-10	-9	21	1	-13	-1.7	4	6	-12
COCCNS(=O)(=O)c1ccc(Cl)c(C(=O)NC2CCN(Cc3ccccc3)CC2)c1	-7	3	-5	-8	9	2	9	-0.3	0	-1	-27
Cc1cc(=O)oc2c3c(cc(OCC(=O)NC4CC4)c12)OC(C)(C)CC3	-3	11	/	-2	13	/	5	-0.4	-3	-1	-22
N#CCCn1nc(-c2ccccc2)cc1-n1c(C(F)(F)F)nc2ccccc21	3	19	/	-6	16	1	-9	2.0	-9	0	1
O=C(CSc1nnc(-c2ccccc2)o1)NC1CC1	-1	-68	-2	3	-80	1	-9	-0.4	-17	-1	1
FC(F)(F)c1nc2nncn2c2c1CCCCC2	1	5	/	-4	24	-14	-25	6.0	6	-1	-14
COc1ccc(NC(=O)c2ccc(S(=O)(=O)N3CCCCC3)cc2)c(OC)c1	-6	-2	0	1	-17	-9	11	0.0	9	0	-10
COc1cccc(C2=NOC(C(=O)NC(C)C)C2)c1 (stereo unspecified)	2	9	-10	-4	-7	1	-9	0.2	-8	-3	-12
CC(Sc1n[nH]c(N)n1)C(=O)Nc1ccccc1-c1ccccc1 (stereo unspecified)	-1	0	-2	-7	4	0	12	-0.1	10	-2	17
COc1ccc(-c2cc3c(c4c2ccn4C)C2CCC3O2)cc1OC (stereo unspecified)	-2	9	/	1	13	/	23	0.8	/	/	5
C[C@@]12C(=O)N(c3cccc(F)c3)C(=O)N1[C@H](c1ccc(Cl)cc1)[C@@H]1C(=O)N(C3CCCCC3)C(=O)[C@@H]12	10	12	-7	-2	16	0	-14	4.0	-5	3	2
CCOCC(=O)Nc1ccc(S(=O)(=O)NCC2CCCO2)cc1 (stereo unspecified)	6	-5	0	3	-2	1	10	-0.7	7	2	-12
CC(=O)N(CN1C(=O)c2ccccc2C1=O)c1ccccc1	13	18	-5	13	3	4	-17	-0.4	-5	5	-2
O=C(O)c1cscn1	1	21	-5	-2	11	3	3	-3.5	12	-2	7
Cc1ccc(S(=O)(=O)/N=c2\scc(C)n2C)cc1	6	6	-5	7	-11	4	-17	2.4	-1	-1	13
OC1(c2ccccc2Cl)NN=C2CCCCCN21 (stereo unspecified)	0	6	5	9	6	2	-7	-1.7	-4	-2	18
O=C(Nc1cccc(Cl)c1)c1csc([C@H]2C[C@H](O)[C@@H](CO)O2)n1	2	-231	-4	-6	-257	-1	-61	2.1	/	/	-69
CCOC(=O)c1nn(-c2ccc(C)c(C)c2)cc1O	-5	-362	-4	-9	-279	8	-65	-3.1	-87	-2	-99
NS(=O)(=O)c1ccc(CNC(=O)c2cc(-c3cccnc3)nc3ccccc23)cc1	-1	24	-4	12	12	-1	3	-0.3	9	0	-36
C(=N\N(Cc1ccccc1)c1ccccc1)/c1ccco1	-5	-42	3	-2	-59	3	10	-0.5	0	2	-31
CC(C)=C1C2CCC1C(C(=O)NCc1ccccc1)C2C(=O)O (stereo unspecified)	5	0	-5	8	20	-5	7	-1.0	-4	4	-9
COCCCNC(=O)Cn1c(=O)n(CC(=O)NCCc2ccc(OC)c(OC)c2)c(=O)c2sccc21	0	9	-2	5	3	5	10	0.3	2	2	1
CCN(Cc1ccccc1)c1ccc(/C=C(\C#N)c2ccccn2)cc1	-1	-267	-2	-24	-319	10	-43	-0.7	-112	1	-99
COC(=O)[C@]1(Cc2ccccc2)N[C@H](CN(C)C(=O)COc2ccccc2)[C@@H]2C(=O)N(Cc3ccccc3)C(=O)[C@@H]21	3	14	-6	14	5	9	18	-0.4	1	/	-8
COc1ccc(-c2nc(C#N)c(NCCCN3CCOCC3)o2)cc1	-3	-39	-7	6	-12	14	-6	-1.8	-5	1	14
O=C(NC1CCN(Cc2ccccc2)CC1)c1cccc(Br)c1	-13	15	-4	1	11	3	17	-0.7	9	0	10
COCCNC(=O)C(=O)Nc1cc2c3c(c1)C(C)C(=O)N3CCC2 (stereo unspecified)	1	1	-3	11	12	11	7	-0.4	10	3	-7
COCCn1c(-c2ccc(Cl)cc2)cnc1SCC(=O)NCc1cccs1	-2	20	/	5	18	4	28	3.3	13	3	0
COc1cc2oc(=O)cc(-c3ccc(-c4ccc(C(F)(F)F)cc4)cc3)c2c(OC)c1OC	-1	3	/	-12	9	-4	-10	2.2	-1	/	-2
Cc1cc(NC(=O)C(=O)NCCN2CCN(S(C)(=O)=O)CC2)ccc1Br	1	12	-3	-22	11	-7	47	-2.4	-1	4	-8
Cn1c(=O)c2c(ncn2CC(=O)N2CCN(S(=O)(=O)c3ccccc3)CC2)n(C)c1=O	14	-2	-2	5	4	-9	0	-0.4	10	5	-11
Cc1ccc(C(=O)Nc2ccccc2C(=O)O)cc1S(=O)(=O)Nc1ccccc1	14	23	-4	10	14	6	-4	0.0	-4	2	-1
CCOC(=O)C1=C(N)OC(CCl)=C(C#N)C1c1ccsc1 (stereo unspecified)	0	1	-5	7	17	1	-20	-0.8	3	-1	25
CC(=O)c1ccc(Nc2nc(C(N)COCc3ccccc3)cs2)cc1 (stereo unspecified)	-3	16	-3	12	17	1	24	4.8	/	/	-2
c1ccc(-c2nc(-n3ccnc3)nc(-n3ccnc3)n2)cc1	3	15	-4	74*	26	-3	3	-0.1	9	0	-39
c1ccc(COc2cccc(-c3cc4nc(NCCOc5ccccc5)ccn4n3)c2)cc1	0	-40	-6	-3	18	20	12	-3.3	/	/	-18
Cc1ccc(-n2c(SCC(=O)Nc3cc(S(=O)(=O)N4CCOCC4)ccc3Cl)nc3ccccc3c2=O)cc1	-2	-21	/	4	-9	-1	-16	-1.3	-1	2	-11
CSc1ccc(CN(C)C(C)C(=O)Nc2ccc(F)c(F)c2F)cc1 (stereo unspecified)	4	16	13	-26	14	0	-33	1.3	6	0	4
COc1cccc(-c2nn(C)c3sc(C(=O)N4CCN(c5ccccn5)CC4)cc23)c1	-2	-7	/	-33	57*	-8	73	-3.5	37	-3	4
CC(C)(C)C1=C(C#N)C(c2ccncc2)C(C#N)=C(N)O1 (stereo unspecified)	5	7	-5	0	2	-1	-4	-2.6	12	3	9
O=C(OC1CC2CC1[C@H]1CCCCN1C2=O)N1CCN(c2ccccc2)CC1 (stereo partly specified)	5	3	-5	/	/	/	/	-0.5	/	/	-2
CCc1ccc(Nc2nnc(SCC(=O)Nc3cccc(S(=O)(=O)NC4=NCCCCC4)c3)s2)cc1	-5	-234	-3	-17	-176	18	-23	-3.4	-55	0	-35
CCOc1ccc(Nc2nc(Cc3nnc(SCC(=O)NCC4CCCO4)n3C)cs2)cc1 (stereo unspecified)	-1	-20	-10	3	7	1	-12	6.8	10	-3	15
CC1(C)Cc2c(ccc3ccccc23)/C(=C/C#N)N1	-2	-37	/	-5	4	-6	8	-3.1	6	-2	-35
Cc1ccsc1CNn1cnnc1SCc1ccc(Cl)cc1	-4	11	-7	-3	7	1	-3	-2.3	2	5	-33
O=C(NNc1nc2c(F)cccc2s1)c1ccc(F)cc1	-2	-12	-3	-4	6	6	-27	-0.7	-19	2	-23
CCOCCc1nnc(NC(=O)CCC2CCCCC2)s1	1	13	-3	-1	16	2	2	-0.6	0	2	12
CCC(=O)NC(c1ccc(C)cc1)c1cc([N+](=O)[O-])c2cccnc2c1O (stereo unspecified)	4	-1	-3	49	53*	-1	8	3.1	6	1	24
COc1cc(C(=O)Nc2cccc3c2CCCC3)cc(OC)c1OC	-1	10	-10	1	19	4	-8	-0.4	-10	2	-21
O=[S@]1Oc2ccccc2-c2ccccc21	0	23	-21	10	13	1	-14	-0.1	-10	0	17
Cc1ccc(NC(=O)CN(C)C(=O)CNC(=O)c2sc3ccccc3c2Cl)cc1	9	-267	-4	-7	-265	-3	-43	-0.4	-59	-3	-41

Record cards, as listed above. Order of values: HTR2A ag, HIF-2a block, CaV13 ICDI inh, Cardio protect, Peg3 promoter, PDI inh, Shn3 inh set2, hiPSC survival, MITF TRPM1 inh, NR2E3 ag-1, NR2E3 ag-2
Entry for CC(C)(C)C1=C(C#N)C(c2ccncc2)C(C#N)=C(N)O1 (stereo unspecified) = 5, 7, -5, 0, 2, -1, -4, -2.6, 12, 3, 9
Entry for CCC(=O)NC(c1ccc(C)cc1)c1cc([N+](=O)[O-])c2cccnc2c1O (stereo unspecified) = 4, -1, -3, 49, 53*, -1, 8, 3.1, 6, 1, 24
Entry for Cc1ccc(NC(=O)CN(C)C(=O)CNC(=O)c2sc3ccccc3c2Cl)cc1 = 9, -267, -4, -7, -265, -3, -43, -0.4, -59, -3, -41
Entry for CCOCCc1nnc(NC(=O)CCC2CCCCC2)s1 = 1, 13, -3, -1, 16, 2, 2, -0.6, 0, 2, 12
Entry for CCOc1ccc(Nc2nc(Cc3nnc(SCC(=O)NCC4CCCO4)n3C)cs2)cc1 (stereo unspecified) = -1, -20, -10, 3, 7, 1, -12, 6.8, 10, -3, 15
